# Scp1 inh – blocks human Scp-1 phosphatase activity; 340,000 tested, 0.88% active; AID 493091; Q9GZU7; inhibition, % at 20 µM; Recombinant Scp1, phosphopeptide, malachite green phosphate absorbance;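 active = inhibition above about 50% at 20 µM, limit read from the data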;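 note: plate controls were DMSO wells with enzyme for no effect and wells lacking enzyme for full effect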
#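 Assay system: SCP-1 catalytic fragment, aa 76-261 | Buffer or medium: Tris acetate buffer pH 5.5 with MgCl2 and Tween-20 | Compound: One concentration, 20 µM, with 1.0% DMSO | Also added: Phospho 17-mer peptide substrate | Signal: Absorbance at 630 nm | Incubation: 45 min enzyme reaction at room temperature | Measure: % inhibition of SCP-1 phosphate liberation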
# SUMO1 PPI mod – alters human SUMO1 binding to SIM partners; inhibition, % at 20 µM; SUMO1 binding to a labelled peptide, TR-FRET, 1 h; P63165; 360,000 tested, 0.33% active; AID 602429; in the data active = inhibition above about 37%
# Neddyl block – blocks human cullin neddylation; P61081+Q13564; 360,000 tested, 0.58% active; TR-FRET cullin neddylation, biochemical; calls only at 25 µM; in the data active = inhibition above about 36%
# STEP block – STEP (human) phosphatase inhibition. P54829. 360,000 tested, 0.25% active. inhibition, % at 20 µM. AID 588621. recombinant STEP, OMFP fluorogenic substrate, fluorescence;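 active = inhibition at 20 µM, scaled per plate between control wells, above about 37%, limit read from the data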;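 note: 0% = DMSO with enzyme and substrate and 100% = substrate only without enzyme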
#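 Material: STEP (striatal-enriched tyrosine phosphatase) enzyme, cell-free | Medium: 50 mM Bis-Tris pH 6.0 with 2.5 mM DTT and 0.005% Tween 20 | Read-out: Percent inhibition scaled to no-enzyme and uninhibited-enzyme controls, plate-pattern corrected | Signal: Fluorescence read at 480 nm ex / 540 nm em | Times: 20 min reaction, room temperature, in the dark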
# Rpn11 inh – blocks the human proteasome subunit Rpn11 | AID 588493 | calls only at 20 µM | O00487 | human 26S proteasome, Ub4-pepOG fluorescence polarization; 20S core pre-blocked with epoxomicin | 360,000 tested, 0.59% active;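 active = inhibition at 20 µM, scaled to each plate's controls, above about 33%, limit read from the data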
# CSN inh – blocks human CSN-mediated cullin deneddylation | AID 651999 | inhibition, % at 12.5 µM | Purified CSN, SCF-Nedd8-OG deneddylation, fluorescence polarization | 360,000 tested, 0.38% active;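 active = pattern-corrected inhibition above about 35%, with an unprinted fluorescence ratio check between 0.5 and 1.5, limit read from the data, passing the limit was not always enough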;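 note: 0% = enzyme with substrate and 100% = substrate without enzyme; some results filed as inactive read as strong as hits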
#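 Assay system: HEK293T-derived human Csn5 enzyme; quantity: 0.24 nM enzyme; medium: Tris/NaCl/DTT buffer, pH 7.5; also added: substrate SCFSkp2-Nedd8OG, 10 nM; doses: 12.5 µM compound; schedule: 90 min reaction at room temperature; signal: FP; read-out: % inhibition of substrate cleavage by Csn5; benchmarks: substrate-only high control, full reaction low control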
# Rin1 Abl inh – inhibitors of human Rin1-Abl protein interaction | inhibition, % at 7.35 µM | 360,000 tested, 0.4% active | TR-FRET Rin1/Abl binding, biochemical; in the data active = inhibition above about 5%, passing the limit was not always enough
# Target sequence (P00519 whole entry, looked up): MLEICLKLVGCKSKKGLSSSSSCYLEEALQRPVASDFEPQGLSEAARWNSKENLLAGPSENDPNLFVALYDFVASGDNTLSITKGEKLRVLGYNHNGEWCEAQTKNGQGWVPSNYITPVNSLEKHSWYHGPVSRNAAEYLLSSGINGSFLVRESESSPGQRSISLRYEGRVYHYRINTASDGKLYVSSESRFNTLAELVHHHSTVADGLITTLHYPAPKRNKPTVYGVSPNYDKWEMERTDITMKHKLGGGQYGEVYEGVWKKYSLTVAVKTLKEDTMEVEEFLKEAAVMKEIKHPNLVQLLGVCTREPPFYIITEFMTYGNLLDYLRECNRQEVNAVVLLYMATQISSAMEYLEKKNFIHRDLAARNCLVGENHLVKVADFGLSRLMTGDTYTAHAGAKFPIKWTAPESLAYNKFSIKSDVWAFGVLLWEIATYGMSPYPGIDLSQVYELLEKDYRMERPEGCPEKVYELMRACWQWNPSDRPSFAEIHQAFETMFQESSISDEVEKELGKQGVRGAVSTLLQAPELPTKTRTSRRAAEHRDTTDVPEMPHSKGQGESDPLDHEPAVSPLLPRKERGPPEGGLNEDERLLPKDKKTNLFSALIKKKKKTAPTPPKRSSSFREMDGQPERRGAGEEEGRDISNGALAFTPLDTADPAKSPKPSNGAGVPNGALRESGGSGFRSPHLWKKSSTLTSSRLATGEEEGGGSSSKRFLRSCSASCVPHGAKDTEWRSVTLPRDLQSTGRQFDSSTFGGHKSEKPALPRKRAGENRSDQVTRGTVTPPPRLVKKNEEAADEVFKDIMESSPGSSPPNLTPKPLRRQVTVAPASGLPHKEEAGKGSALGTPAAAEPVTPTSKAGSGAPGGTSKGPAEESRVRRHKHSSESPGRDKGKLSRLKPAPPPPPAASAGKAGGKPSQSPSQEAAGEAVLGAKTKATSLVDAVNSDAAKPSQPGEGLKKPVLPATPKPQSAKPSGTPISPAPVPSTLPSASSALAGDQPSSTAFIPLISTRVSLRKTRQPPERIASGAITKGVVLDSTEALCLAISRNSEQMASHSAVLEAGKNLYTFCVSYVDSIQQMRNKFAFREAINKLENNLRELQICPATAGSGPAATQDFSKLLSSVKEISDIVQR
# Target sequence (Q13671 whole entry, looked up): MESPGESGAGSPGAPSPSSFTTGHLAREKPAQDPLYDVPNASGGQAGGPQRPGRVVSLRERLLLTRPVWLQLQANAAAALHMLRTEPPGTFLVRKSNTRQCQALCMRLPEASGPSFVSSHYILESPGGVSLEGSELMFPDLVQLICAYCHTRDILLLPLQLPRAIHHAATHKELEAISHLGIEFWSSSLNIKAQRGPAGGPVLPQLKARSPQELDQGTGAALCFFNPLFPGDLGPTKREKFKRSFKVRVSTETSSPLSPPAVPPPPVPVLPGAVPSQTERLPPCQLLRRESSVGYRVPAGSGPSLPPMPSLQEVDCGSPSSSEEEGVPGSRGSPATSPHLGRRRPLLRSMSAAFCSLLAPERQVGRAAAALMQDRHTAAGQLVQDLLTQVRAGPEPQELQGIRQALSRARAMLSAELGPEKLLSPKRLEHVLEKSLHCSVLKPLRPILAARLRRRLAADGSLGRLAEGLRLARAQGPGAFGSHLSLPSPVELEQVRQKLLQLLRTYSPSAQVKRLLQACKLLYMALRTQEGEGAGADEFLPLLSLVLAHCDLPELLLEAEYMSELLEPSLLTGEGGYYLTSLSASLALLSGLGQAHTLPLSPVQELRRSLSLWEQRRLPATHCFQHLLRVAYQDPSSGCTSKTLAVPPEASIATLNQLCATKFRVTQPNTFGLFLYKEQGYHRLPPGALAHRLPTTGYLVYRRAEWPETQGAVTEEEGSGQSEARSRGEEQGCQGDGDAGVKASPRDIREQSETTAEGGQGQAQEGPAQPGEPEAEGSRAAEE
# DNMT1 block – inhibitors of human DNMT1 | AID 588458 | P26358 | DNMT1 molecular beacon, Hinp1I cleavage, fluorescence | inhibition (reported as % activation of signal), % at 10 µM | 360,000 tested, 0.83% active; in the data active = inhibition above about 50%
# NadD block – NadD (S. aureus) enzyme inhibition | purified NadD enzyme, colorimetric absorbance read-out | inhibition, % at 20 µM | 360,000 tested, 0.78% active; in the data active = inhibition above about 26%; note: some compounds past the cut are filed as inactive
# LMPTP inh – LMPTP (human) inhibition; P24666; 360,000 tested, 0.22% active; inhibition, % at 20 µM; AID 651560; recombinant LMPTP-A, OMFP fluorogenic substrate, fluorescence intensity;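 active = compounds that cut the enzyme signal by at least half of the control window in the single-dose screen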;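 note: plate controls were DMSO wells with enzyme plus substrate for no effect and substrate without enzyme for full effect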
#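 Assay system: LMPTP-A phosphatase enzyme | Input: 0.625 nM enzyme | Also added: Fluorogenic phosphatase substrate OMFP at 400 µM final | Compound dosing: One test concentration per compound, 20 µM, with 3% DMSO overall | Schedule: 50 min enzyme reaction at room temperature, protected from light | Signal: Fluorescence intensity | Benchmarks: no-enzyme and uninhibited controls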
# Active calls of the source: *; i = inactive; x = not tested or not shown; + = active, no number.
SMILES,Scp1 inh,SUMO1 PPI mod,Neddyl block,STEP block,Rpn11 inh,CSN inh,Rin1 Abl inh,DNMT1 block,NadD block,LMPTP inh
O=C(NC1CC1)C1CCN(C2CCN(C(=O)CCOc3ccccc3)CC2)CC1,-4,-3,i,-3,i,-2,-2,4,-5,-1.9
CCOC(=O)C1(Cc2cccc(Cl)c2)CCCN(C(=O)c2cc(C(C)C)nn2C)C1 (stereo not drawn),3,1,i,-1,i,1,-1,4,-2,0.9
O=C(Nc1nnc(-c2cccnc2)s1)c1cccs1,0,0,i,0,i,-1,1,0,-2,-0.6
Cn1c(CSCCOc2ccccc2)n[nH]c1=S,-10,-2,i,2,i,-6,-1,0,0,-2.0
O=C(Cn1c(NCCCO)nc2ccccc21)c1cccc(Br)c1,3,-2,i,2,i,1,2,2,-7,12
COc1ccccc1C(c1nnnn1CCc1ccccc1)N1CCN(c2ccccc2)CC1 (stereo not drawn),-5,1,i,0,i,3,1,-7,2,4.7
CC(=O)c1ccc(NC(=O)C(C)OC(=O)C2CC(=O)N(c3ccc4c(c3)OCCO4)C2)cc1 (stereo not drawn),-5,5,i,-1,i,1,-2,0,-2,-2.0
C=CCn1c2ccccc2c2nnc(SCc3[nH]c(=O)[nH]c3C(=O)CCCCC(=O)OCC)nc21,1,-4,i,2,i,-1,59*,4,14,1.4
CC(C)(C)c1ccc(OCCCC(=O)Nc2cccc(S(=O)(=O)N3CCOCC3)c2)cc1,-8,5,i,0,i,3,1,-7,-10,4.1
CCN(CC)CCn1c(=N)n(CC(O)c2ccc(OC)c(OC)c2)c2ccccc21 (stereo not drawn),3,2,i,-2,i,6,2,3,-2,-0.4
COc1cccc(C(=O)CSc2nnc(CNS(C)(=O)=O)n2-c2ccc(C)cc2)c1,14,-4,i,-7,i,3,4,2,2,-1.0
O=C(CSCc1ccc(Cl)cc1)N/N=C/c1ccccc1,-12,-5,i,-3,i,0,-1,-4,-1,0.0
COC(=O)c1ccc(CNC(=O)COC(=O)CCC2CCCC2)cc1,0,2,i,-4,i,-11,5,-1,-4,-0.8
O=C(c1ccco1)N1CCN(C(=O)c2cnn3c2NC(c2cccs2)CC3C(F)(F)F)CC1 (stereo not drawn),-1,1,i,0,i,-5,3,0,-2,-1.6
O=C(OCc1ccc(Br)cc1F)c1cc2ccccc2oc1=O,-1,-5,i,2,i,-4,4,0,-1,0.5
CCOC(=O)N1CCC(NC(=O)CSc2cc(=O)n(CC)c3ccccc23)CC1,-4,0,i,-1,i,-4,-136,-1,-2,-1.8
CCCCNC(=O)c1onc(CSc2cccc(C)c2)c1C(=O)O,-2,3,i,-4,i,0,1,3,-6,-2.5
Cc1nnc(SCC(=O)Nc2ncc3c(n2)CC(c2ccccc2)CC3=O)s1 (stereo not drawn),7,-6,i,0,i,-3,-2,-1,2,-1.3
O=C(c1ccc(Cl)cc1Cl)N1CCN(c2ccc(N3CCOCC3)nn2)CC1,-8,-12,+,1,i,2,-1,9,0,1.0
O=C(c1cccc(Cl)c1)N1CCC2(CC1)NCCc1[nH]cnc12,-11,-3,i,0,i,0,5,1,-6,-1.3
CCSc1ccc(-c2nn(-c3ccccc3)cc2/C=C(/C#N)C(=O)NCCCOC)cc1,-2,0,x,0,i,-2,0,16,-6,-0.6
COc1cc(NC(=O)C2CC(=O)N(Cc3ccco3)C2)c(OC)cc1Cl (stereo not drawn),-5,8,i,2,i,-4,1,-1,-1,-0.8
O=C1c2ccccc2C(=O)N1SC1CCCCC1,-5,-2,i,-1,i,4,-1,-10,5,-3.8
O=C(NCCCNC(=O)c1ccco1)c1ccco1,0,12,i,-1,i,0,0,-3,8,-0.3
CCN1CCN(Cc2nc3c(c(=O)n(C)c(=O)n3C)n2CCc2ccccc2)CC1,2,-2,i,1,i,2,2,-3,-2,-1.4
CCOC(=O)c1c(C)nc2sc3c(=O)n(-c4ccc(OC)cc4)nnc3c2c1-c1ccc(OC)cc1,-15,-9,i,0,i,4,-3,-6,10,3.2
COc1ccc2c(c1)OC[C@H]1[C@H]2N2C(=O)CN(Cc3ccco3)C(=O)[C@@]2(C)[C@H]1c1ccccc1,-9,-1,i,1,i,1,1,0,1,0.4
NC(=O)c1c(NC(=O)c2ccccc2Cl)sc2c1CCC2,-9,0,i,2,i,3,1,-1,-5,1.3
COc1ccc(Cl)cc1CC=NNC(=O)c1ccncc1,-3,1,i,0,i,0,4,-1,5,-0.5
Nc1nonc1-n1nnc(C(=O)N/N=C/c2ccccn2)c1CNc1ccccc1,0,-13,i,-4,i,2,-3,0,1,0.7
CC(C)CCN(C(=O)C1=COCCO1)c1c(N)n(Cc2ccccc2)c(=O)[nH]c1=O,3,1,i,0,i,6,0,0,-5,-1.5
CCC(=O)N1CCCc2cc(S(=O)(=O)CCC(=O)Nc3ccccc3C)ccc21,1,1,i,-2,i,-2,-2,0,1,0.1
CCOC(=O)c1ccc(S(=O)(=O)N2CCC(C(=O)Nc3nnc(C)o3)CC2)cc1,-4,3,i,0,i,-2,2,3,2,-1.0
O=C(NNC(=S)NC(=O)c1cn(-c2ccccc2)nc1-c1ccccc1)c1ccncc1,-5,8,i,4,i,1,3,-3,23,1.8
N#CCCN(C(=O)COC(=O)CCC(=O)c1cccs1)c1ccccc1,-7,4,i,3,i,-1,-2,-3,0,-0.2
CC1C(=O)N(Cc2cn(Cc3ccco3)nn2)CCS(=O)(=O)N1Cc1ccc(-c2cccc(N(C)C)c2)cc1 (stereo not drawn),x,3,i,-2,i,8,-1,-3,-2,1.1

# The list goes on (2 carried over from the part before).
SMILES,Scp1 inh,SUMO1 PPI mod,Neddyl block,STEP block,Rpn11 inh,CSN inh,Rin1 Abl inh,DNMT1 block,NadD block,LMPTP inh
N#CCCN(C(=O)COC(=O)CCC(=O)c1cccs1)c1ccccc1,-7,4,i,3,i,-1,-2,-3,0,-0.2
CC1C(=O)N(Cc2cn(Cc3ccco3)nn2)CCS(=O)(=O)N1Cc1ccc(-c2cccc(N(C)C)c2)cc1 (stereo not drawn),x,3,i,-2,i,8,-1,-3,-2,1.1
N#Cc1c(N)n[nH]c1CCCN,2,-5,i,2,i,-1,0,6,0,0.0
O=C(NCC1(c2ccccc2)CCCC1)c1ccc(Br)o1,-2,-1,i,1,i,-13,0,3,-2,0.4
CCOc1ccc(NC(=S)NCc2nc3ccccc3[nH]2)cc1,-14,1,i,10,i,3,2,-5,2,0.0
CCc1nc2sc3ccccc3c(=O)c2c(=O)n1CCOC,0,-1,i,2,i,2,-1,-6,-1,-0.2
O=C(NCCN1CCOCC1)c1cc(-c2ccc(Br)cc2)on1,-2,-3,i,1,i,3,-3,1,-1,0.4
O=S(=O)(c1ccccc1F)N1CCN(c2nc3ccccc3s2)CC1,-6,0,i,0,i,-9,3,-2,-1,0.5
Cc1cc(C)c(NC(=O)Cc2ccc(-n3cccc3)cc2)c(C)c1,0,1,i,-3,i,-9,1,14,7,-1.4
O=C(CN1CCN(Cc2ccccc2)CC1)N1CCCc2c1c(=O)oc1ccc(O)cc21,-1,-5,i,0,i,-2,-1,-2,1,-1.0
Cc1ccc(Cn2nc(C)c3cc(C(=O)OCC(N)=O)sc32)cc1,-10,1,i,0,i,-3,1,-1,-2,-1.9
CC1=C(C(=O)OC(C)C)C(c2cccs2)N2C(=O)C(C)SC2=N1 (stereo not drawn),-8,-1,i,-2,i,0,-1,-7,5,3.3
O=C(c1ccco1)N(c1ccccn1)c1ccccn1,-11,-1,i,0,i,-2,-3,1,1,-2.0
CN(C)S(=O)(=O)N1CCN(S(=O)(=O)N2CCOCC2)CC1,-6,1,i,-2,i,-8,-1,5,-5,-0.6

# Some of these compounds in order of molecular weight, low to high.
SMILES,Scp1 inh,SUMO1 PPI mod,Neddyl block,STEP block,Rpn11 inh,CSN inh,Rin1 Abl inh,DNMT1 block,NadD block,LMPTP inh
O=C(c1ccco1)N(c1ccccn1)c1ccccn1,-11,-1,i,0,i,-2,-3,1,1,-2.0
CCc1nc2sc3ccccc3c(=O)c2c(=O)n1CCOC,0,-1,i,2,i,2,-1,-6,-1,-0.2
O=S(=O)(c1ccccc1F)N1CCN(c2nc3ccccc3s2)CC1,-6,0,i,0,i,-9,3,-2,-1,0.5

# Other results:
SMILES,Scp1 inh,SUMO1 PPI mod,Neddyl block,STEP block,Rpn11 inh,CSN inh,Rin1 Abl inh,DNMT1 block,NadD block,LMPTP inh
Cc1ccc(C(=O)NCC(=O)N2CCN(c3ccccc3)CC2)cc1,-5,3,i,-3,i,0,1,2,-5,-1.5
COCCCNC(=O)C1CCC(=O)N(c2ccc3c(c2)OCO3)C1c1ccc(OC)cc1 (stereo not drawn),-7,7,i,-2,i,0,3,1,-2,-1.0
CC(C)(C)C(=O)NNC(=O)c1ccc(Oc2cc(Cl)cc(Cl)c2)o1,-7,-3,i,-2,i,-1,0,0,-6,-0.8
COc1cccc(-c2nc(CS(=O)(=O)CC(=O)NC3CCC(C)CC3)c(C)o2)c1 (stereo not drawn),-11,10,i,0,i,5,2,1,-5,1.3
CC(=O)Nc1cccc(NC(=O)CSc2ccc3nnc(CCNC(=O)c4ccccc4)n3n2)c1,-2,-2,i,0,i,6,-4,1,2,-0.8
CCOC(=O)c1ccccc1NC(=O)c1cn(-c2ccc(C)c(C)c2)c(=O)c2ccccc12,-10,1,i,-1,i,-6,2,-2,2,4.6
Cc1cc(NS(=O)(=O)c2ccc(NC(=O)C(C)Oc3ccc4c(C)cc(=O)oc4c3)cc2)no1 (stereo not drawn),-12,16,i,1,i,-5,3,4,4,0.6
COc1c2c(c3c(c1OC)c(=O)c1ccccc1n3C)OCO2,-10,-23,i,4,i,7,-1,-5,2,-0.2
O=C(Cc1ccc(NC2=NC3CS(=O)(=O)CC3S2)cc1)NCc1ccccc1Cl (stereo not drawn),-7,-3,i,-1,i,-1,16*,3,1,-0.4
Cc1ccc(C(=O)N2CCCC(CCC(=O)N3CCN(c4ccccn4)CC3)C2)cc1 (stereo not drawn),1,2,i,-1,i,-5,9,1,5,1.2
CCC1CCCCN1CCCNC(=O)CN1C(=O)c2cccnc2Oc2ccc(C)cc21 (stereo not drawn),-4,-3,i,0,i,5,1,-1,0,-2.6
O=C(NCc1cccs1)C1CCCN1C(=O)Nc1cccc(F)c1 (stereo not drawn),-9,-1,i,-2,i,11,3,4,-5,-1.4
Cc1ccc(NC(=O)CSC2=Nc3ccccc3C3CC=NN23)c(C)c1 (stereo not drawn),0,-9,i,18,i,-2,2,17,-1,0.0

# Compound activity as filed in PubChem BioAssay.
